Bioassay records as filed in PubChem BioAssay.
TRPC4 potent – allosterically enhances the mouse TRPC4 cation channel; HEK293 TRPC4beta/mu-opioid, DAMGO EC20, Fluo-4 Ca2+ flux; stronger effect = higher value; B-score at 10 µM; 0.42% of 310,000 active; AID 2227; Q9QUQ5;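 active = B-score of calcium response area above 5 SD of library B-scores, with initial fluorescence ratio within 5 SD of library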;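 also: B-score of integrated fluorescence ratio over time as area under calcium response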
PolyA inhibitor – yeast polyadenylation inhibition. S. cerevisiae SKY197-pL101 polyadenylation reporter, beta-gal luminescence; efflux-impaired pdr1/pdr3 knockout yeast; score 100 = 6 SD above DMSO. calls only at 12 µM. 0.02% of 300,000 active;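 active = lowest replicate activity score at least 50, where 100 means six control SD above control mean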;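 also: yeast exposed to compound for 9 h at 30 °C; higher score means more reporter readthrough which indicates perturbed polyadenylation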
MrgX1 agonist – agonists of human MrgX1 receptor; Q96LB2; AID 588627; MrgX1-HEK293 cells, Fluo-4 calcium fluorescence, agonist mode; stronger effect = higher value; 0.44% of 310,000 active; B-score at 10 µM;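 active = calcium response B-score plate-corrected fluorescence ratio at least 3 library SD, with starting fluorescence B-score inside 5 SD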
Target sequence (Q96LB2 whole entry, looked up): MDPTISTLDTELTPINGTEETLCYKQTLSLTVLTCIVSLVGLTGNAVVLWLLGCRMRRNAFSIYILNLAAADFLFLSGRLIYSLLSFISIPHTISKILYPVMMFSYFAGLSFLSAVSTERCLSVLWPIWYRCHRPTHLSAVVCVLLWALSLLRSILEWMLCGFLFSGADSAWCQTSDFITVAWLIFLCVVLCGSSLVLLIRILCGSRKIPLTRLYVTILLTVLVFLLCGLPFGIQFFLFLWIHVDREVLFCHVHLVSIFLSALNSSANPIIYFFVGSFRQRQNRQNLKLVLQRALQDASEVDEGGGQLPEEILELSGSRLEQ
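Assay system: stable human MrgX1 HEK293 cell line. Quantity: 15,000 cells per well. Schedule: cells plated overnight, dye loaded 0.5 h 37 °C, 0.5 h room temperature. Detection: Fluo-4 NW calcium-flux fluorescence, kinetic read. Read-out basis: peak-minus-minimum fluorescence over baseline, converted to B scores. Control set: positive and negative control wells on each plate.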
TRPC6 activator – activators of mouse TRPC6 channel. Q61143. HEK293-TRPC6 membrane potential dye fluorescence; stronger effect = higher value. B-score at 10 µM. 0.13% of 310,000 active. AID 2550;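 active = B-score of the integrated fluorescence ratio above library mean plus 3 SD, and starting fluorescence ratio within library mean plus 5 SD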;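 also: higher score means more depolarization so channel activation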
MrgX1 antag – blocks BAM8-22 activation of human MrgX1 receptor; Q96LB2; MRGX1-HEK293 calcium flux, Fluo-4, BAM8-22 antagonism; stronger effect = lower value; B-score at 10 µM; 1.3% of 310,000 active; AID 588676;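 active = calcium-response B-score plate-corrected more than 3 library SD below zero, starting fluorescence within 5 deviations, no agonist response on first addition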;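 also: peak minus trough fluorescence over baseline after final BAM8-22 challenge near maximal dose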
MrgX1 PAM – allosterically activates human MrgX1 receptor signaling. 0.63% of 310,000 active. B-score at 10 µM. MrgX1-HEK293, Fluo-4 calcium flux, FDSS; stronger effect = higher value;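 active = plate-corrected calcium response at least 3 library SD above typical, normal starting fluorescence, not activating the receptor alone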;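 also: compound read alongside a low EC10 to EC30 dose of BAM8-22 agonist; peak minus trough fluorescence over baseline measured at the second addition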
TRPC4 inh – TRPC4 (mouse) channel inhibition. HEK293 TRPC4beta/mu-opioid, DAMGO-evoked Fluo4 calcium flux; stronger effect = lower value. B-score at 10 µM. 0.39% of 300,000 active. AID 2247;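 active = B-score over 3 SD under the library average, no early fluorescence shift, positive overall ratio signal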
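System: stable TRPC4beta/mu-opioid receptor HEK293 cells; Dosing: single-point compound dosing; Measured by: Fluo4 Ca2+ flux fluorescence; Read-out basis: per-well B score of integrated baseline-normalized Fluo4 ratio.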
HIF activator – HIF pathway transcriptional activation | activation, % at 7.5 µM (by protocol) | 0.32% of 300,000 active | U2OS HRE-luciferase reporter, luminescence; normalized: DMSO 0%, desferrioxamine 100%;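 active = mean activation of at least 10% of the iron chelator positive control signal, with at least half of replicates also reaching 10%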
TRPC4 agonist – activators of mouse TRPC4 channel; HEK293 TRPC4beta/mu-opioid, Fluo4 calcium fluorescence; stronger effect = higher value; B-score at 10 µM; 0.49% of 310,000 active; AID 2237;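 active = B-score above 5 SD of library B-scores, and initial fluorescence ratio not above library mean plus 5 SD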;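 also: positive B-score marks a calcium rise read as TRPC4 activation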
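system = HEK293 cells stably co-expressing mouse TRPC4beta and mu-opioid receptor | schedule = Fluo4 dye loading 45 min at room temperature, 110 s recording | measure = B-scored integrated calcium fluorescence ratio | signal = Fluo4 calcium-sensitive dye fluorescence, kinetic, 1 Hz baseline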
AI-2 QS modul – modulates the Vibrio harveyi AI-2 quorum sensing system; Vibrio harveyi JMH597 AI-2 luminescence/OD600 ratio, 9 h; stronger effect = lower value; strain lacks LuxN and CqsS sensors; 0 = neutral-control median; activity change, % at 7.5 µM; 0.4% of 300,000 active; AID 2094; in the data active = activity change below about -75%, passing the limit was not always enough;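 also: luminescence divided by OD600 gain over 9 h not by final OD600 alone; inactives centre near 13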
TRPC6 inhibitor – blocks the mouse TRPC6 cation channel. HEK293-TRPC6, membrane potential dye, ACh-evoked depolarization; stronger effect = lower value. B-score at 10 µM. 1.1% of 310,000 active. Q61143;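 active = B-score under library mean minus 3 SD, initial fluorescence not abnormally high, positive integrated signal ratio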;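 also: B-score derived from integrated fluorescence ratio over the kinetic read; more negative B-score means stronger inhibition of depolarization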
* hit, by the source's call; i = inactive; nt = no result given.

Values run as follows: TRPC4 inh	MrgX1 antag	MrgX1 PAM	TRPC6 inhibitor	TRPC4 potent	HIF activator	TRPC6 activator	TRPC4 agonist	AI-2 QS modul	MrgX1 agonist	PolyA inhibitor
O=C1NC(c2ccccc2Br)=N/C1=C\c1ccco1
  i	i	i	i	i	3.0	i	i	12	i	i
COc1ccc(C(C)=O)cc1COC(=O)CSC(C)C(=O)Nc1cc(C)on1 (stereo not given)
  i	i	i	i	i	-3.9	i	i	33	i	i
CC1=C(C)CC2C(=O)N(c3cccc4ccccc34)C(=O)C2C1 (stereo not given)
  i	i	i	i	i	0.0	i	i	39	i	i
CCOc1ccc(Br)cc1S(=O)(=O)Nc1ccccc1N1CCOCC1
  i	i	i	i	i	-0.3	i	i	2	i	i
CCOc1cc(C=C2C(=O)c3ccccc3C2=O)ccc1OCC(=O)Nc1ccc(C)cc1
  i	i	i	i	i	0.0	i	i	1	i	i
COc1ccccc1OCC(=O)N1CCCC(Nc2cccc(F)c2)C1 (stereo not given)
  i	i	i	i	i	0.1	i	i	14	i	i
CCOC(=O)N1CCN(S(=O)(=O)c2ccc(F)c(C(=O)Nc3cc(C)cc(C)c3)c2)CC1
  i	i	i	i	i	-0.1	i	i	3	i	i
COc1c(C(=O)Nc2ccc3[nH]c(=O)[nH]c3c2)cc2ccccc2c1Br
  i	i	i	i	i	-0.7	i	i	-3	i	i
c1ccc(CSc2ncnc3c2oc2ccccc23)cc1
  i	i	i	i	i	-1.8	i	i	-55	i	i
O=C(Nc1ccncc1)c1ccc2c(c1)C(=O)N(C1CCCCC1)C2=O
  i	i	i	i	i	2.2	i	i	16	i	i
COc1ccc(-c2ccc(OC)cc2C(=O)O)cc1
  i	i	i	i	i	-0.8	i	i	37	i	i
Cc1cc(C)n(-c2cc(N3CCN(S(=O)(=O)c4ccc(Br)cc4)CC3)ccc2[N+](=O)[O-])n1
  i	i	i	i	i	0.0	i	i	33	i	i
Cc1ccc(CNC(=O)Cc2csc(Nc3nc(=S)[nH]c4ccccc34)n2)cc1
  i	i	i	i	i	-0.3	i	i	26	i	nt
CCOc1c(C)cc(S(=O)(=O)NCc2cccnc2)c(C)c1C
  i	i	i	i	i	-15	i	i	31	i	i
Cc1cc(C)c(C)c(S(=O)(=O)NCc2ccc(C(=O)N3CCOCC3)cc2)c1C
  i	i	i	i	i	0.1	i	i	13	i	i
CCOC(=O)C(NC(=O)c1ccc(OC)cc1)(Nc1cc(C)on1)C(F)(F)F (stereo not given)
  i	i	i	i	i	-0.2	i	i	9	i	i
O=CN1CCN(C(=O)Cc2ccc([N+](=O)[O-])cc2)CC1
  i	i	i	i	i	-0.2	i	i	19	i	i
CC(=O)Cc1nsc(Nc2ccccc2)n1
  i	i	i	i	i	0.9	i	i	-5	i	i
Cc1nnc(SCC(=O)Nc2cccc(C(F)(F)F)c2)n1Cc1ccco1
  i	i	i	i	i	-0.4	i	i	-6	i	i
CCOC(=O)c1[nH]c(C)c(C(=O)N(C)C)c1C
  i	i	i	i	i	0.0	i	i	13	i	i
COc1ccc(CCNC(=O)Cc2ccccc2)cc1OC
  i	i	i	i	i	-1.1	i	i	24	i	i
CCOc1cc(C(=O)Nc2cc(=O)n(C)c(=O)n2C)cc(OCC)c1OCC
  i	i	i	i	i	-0.1	i	i	0	i	i
CC(C)C[C@H](NC(=O)N1CCn2c1nc1ccccc12)C(=O)N[C@H](Cc1ccccc1)C(=O)O
  i	i	i	i	i	0.2	i	i	19	i	i
CCOC(=O)c1sc(=S)n(-c2cccc(OC)c2)c1N
  i	i	i	i	i	0.1	i	i	nt	i	i
Cc1cc(OC(C)C(=O)NCC2CCC(C(=O)O)CC2)c2c(C)c(Cc3ccccc3)c(=O)oc2c1 (stereo not given)
  i	i	i	i	i	0.0	i	i	17	i	i
COc1ccc(NC(=O)C2CCN(C(=O)c3ccco3)CC2)c(OC)c1
  i	i	i	i	i	-1.9	i	i	18	i	i
CN1CCN(c2ccccc2NC(=S)NC(=O)c2cc3ccccc3o2)CC1
  i	i	i	i	i	0.6	i	i	-7	i	i
COc1ccc2occ(C(=O)c3coc4ccc(O)c(CN(C)C)c34)c2c1
  i	i	i	-13*	i	0.3	i	i	5	i	i
Oc1ccc(N=Nc2ccc3ccccc3c2)cc1
  i	i	i	i	i	-19	i	i	2	i	i
c1ccc(-c2nnc(SCC3CCCO3)nc2-c2ccccc2)cc1 (stereo not given)
  i	i	i	i	i	0.2	i	i	-3	i	i

An excerpt from above in order of number of heavy atoms, low to high.
Values run as follows: TRPC4 inh	MrgX1 antag	MrgX1 PAM	TRPC6 inhibitor	TRPC4 potent	HIF activator	TRPC6 activator	TRPC4 agonist	AI-2 QS modul	MrgX1 agonist	PolyA inhibitor
COc1ccc(NC(=O)C2CCN(C(=O)c3ccco3)CC2)c(OC)c1
  i	i	i	i	i	-1.9	i	i	18	i	i
COc1ccc2occ(C(=O)c3coc4ccc(O)c(CN(C)C)c34)c2c1
  i	i	i	-13*	i	0.3	i	i	5	i	i
CN1CCN(c2ccccc2NC(=S)NC(=O)c2cc3ccccc3o2)CC1
  i	i	i	i	i	0.6	i	i	-7	i	i

Later entries.
Values run as follows: TRPC4 inh	MrgX1 antag	MrgX1 PAM	TRPC6 inhibitor	TRPC4 potent	HIF activator	TRPC6 activator	TRPC4 agonist	AI-2 QS modul	MrgX1 agonist	PolyA inhibitor
CCCCCOC(=O)c1c(N)n(CCOC)c2nc3ccccc3nc12
  i	i	i	i	i	-1.3	i	i	10	i	i
COc1ccc(CC(=O)Nc2ccccc2N2CCCCC2)cc1OC
  i	i	i	i	i	0.6	i	i	19	i	i
O=C(CCn1cnc(-c2ccccc2)c1-c1ccccc1)N/N=C/c1ccccc1O
  i	i	i	i	i	6.7	i	i	10	i	i
O=C(CSc1nccn1-c1ccc(F)cc1)NCc1ccc2c(c1)OCO2
  i	i	i	i	i	-0.3	i	i	11	i	i
Cc1ccc(C)c(-n2c3nc(=O)n(C)c(=O)c-3cc3ccccc32)c1
  i	i	i	i	i	-0.5	i	i	-7	i	i
O=Cc1sc(N2CCOCC2)nc1-c1ccccc1
  i	i	i	i	i	-0.3	i	i	13	i	i
CCOC(=O)C(=O)NNc1ccc(C)cc1
  i	-9*	i	i	i	-0.4	i	i	-5	i	nt
CN1CC[n+]2c(CN3C(=O)c4ccccc4C3=O)csc21
  nt	i	i	nt	nt	-0.2	nt	nt	14	i	i
CCOC(=O)c1ccccc1NS(=O)(=O)c1ccc(OC)cc1
  i	i	i	i	i	0.8	i	i	12	i	i
Cc1cc(C)c(NC(=O)CS(=O)CC(=O)NCCN2CCCCCC2)c(C)c1 (stereo not given)
  i	i	i	i	i	-0.1	i	i	13	i	i
Cc1ccc2c(c1)[nH]c1c(N3CCN(Cc4ccccc4)CC3)ncnc12
  i	i	i	i	i	-0.9	i	i	28	i	i
COc1cc2cc3c(N)c(C(=O)NCc4ccco4)sc3nc2cc1OC
  i	i	i	i	i	3.6	i	i	9	i	i
Cc1c(OCC(=O)NC(Cc2ccc(Cl)cc2)C(=O)O)ccc2c(-c3ccccc3)cc(=O)oc12 (stereo not given)
  i	i	i	i	i	-0.4	i	i	-5	i	nt
Nc1c(-c2cccs2)cnc2c(-c3ccc(F)cc3)cnn12
  i	i	i	i	i	1.5	i	i	12	i	i
COc1ccc(-c2nnn(Cc3ccccc3F)n2)cc1
  i	i	i	i	i	2.4	i	i	-30	i	i
CCC(=O)Nc1cccc2c1C(=O)N(C)C2=O
  i	i	i	i	i	-0.2	i	i	8	i	i
CCN(c1ccccc1)S(=O)(=O)c1ccc(OC)c(NC(=O)CNCC(C)O)c1 (stereo not given)
  i	i	i	i	i	-0.4	i	i	0	i	i
C=CCOc1c(OC)cc(Cl)cc1C1NC(=O)NC(C)=C1C(C)=O (stereo not given)
  i	i	i	i	i	-32	i	i	29	i	i
COC(=O)c1ccc(NC(=S)NC(=O)c2cccnc2)cc1
  i	i	i	i	i	-0.5	i	i	19	i	i
Cc1nn(CC(=O)NCCc2cccs2)c(=O)c2nn(-c3ccccc3)c(C)c12
  i	i	i	i	i	0.9	i	i	0	i	i
Cc1ccc2c(CN3CCC(C)CC3)cc(=O)oc2c1
  i	i	i	i	i	2.5	i	i	-10	i	i
CC(=O)N(c1cccc(Cl)c1)c1nc(C)cc(C)c1C#N
  i	i	i	i	i	0.3	i	i	7	i	i
COc1ccc(S(N)(=O)=O)cc1C(=O)NCCCN1CCN(c2ccc(C)cc2)CC1
  i	i	i	i	i	-0.4	i	i	3	i	i
Brc1cccc(-c2nnc3n2CCCCC3)c1
  i	i	i	i	i	-0.1	i	i	10	i	i
Cc1ccc(S(=O)(=O)NCCC(=O)Nc2cccc(S(N)(=O)=O)c2)cc1C
  i	i	i	i	i	-0.5	i	i	10	i	i
Cn1c[n+](C)cc1-c1ccc(/C(N)=N/O)cc1
  i	i	i	i	i	0.6	i	i	20	i	i
CC(=O)Nc1nnc(SCc2cc(=O)c(OC(=O)c3ccccc3)co2)s1
  i	i	i	i	i	-0.1	i	i	27	i	i
O=C(c1cc2ccccc2o1)N1CCN(c2ccccc2Cl)CC1
  i	i	i	i	i	-0.2	i	i	3	i	i
CC(C)CC(=O)N1CCN(Cc2cccc([N+](=O)[O-])c2)CC1
  i	i	i	i	i	-0.8	i	i	0	i	i
CSc1nc(-c2ccccc2)[nH]c(=S)c1C(C)=O
  i	i	i	i	i	0.2	i	i	19	i	i
c1ccc(-c2ncnc3cc4n(c23)CCC4)cc1
  i	i	i	i	i	0.6	i	i	14	i	i
CCC(=O)N1c2ccc(S(=O)(=O)CCC(=O)N3CCN(c4ccccc4F)CC3)cc2CC1C (stereo not given)
  i	i	i	i	i	0.1	i	i	39	i	i
COc1ccc(N(C)C(=O)c2ccc(NC(=O)CCS(=O)(=O)c3cccs3)cc2)cc1
  i	i	i	i	i	-0.4	i	i	15	i	i
O=C(O)c1c(F)c(F)cc2ccccc12
  i	i	i	i	i	-0.3	i	i	26	i	i
O=C(NCCc1ccccc1Cl)c1cc(COc2ccc(F)cc2F)on1
  i	i	i	i	i	-0.6	i	i	15	i	i

Not all compounds are listed; rates above refer to the full screens.
